# Dicer inh – inhibitors of human Dicer processing of pre-microRNA. Q9UPY3. cat-ELCCA pre-miR-21 Dicer processing, chemiluminescence; active compounds read high. z-score at 25 µM. actives 6% (n = 47,000). AID 1347074; in the data active means z-score above about 3, passing the limit was not always enough;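 further: plate controls were vehicle for no effect and no enzyme for full effect; higher signal means more uncleaved substrate so more Dicer inhibition; strong numbers were not always called active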
# The depositor's hits bear a star. The list is partial, so the mix of outcomes need not match the whole.
Compound	Dicer inh
Cn1c(=O)c2c(NCc3ccccc3)cc(=O)n(-c3ccccc3)c2n(C)c1=O	0.68
CC1(C)NC(=O)N(Cc2ccccc2)C1=O	-0.41
CC1(C)C2=CC3(C)N(CC(=O)N2c2ccccc21)c1ccccc1C3(C)C (stereo not drawn)	2.5
Cc1nnc2c3c(-c4ccccc4)csc3ncn12	-0.53
N#Cc1cc(NC(=O)c2ccc(F)cc2)c(=O)n2c1sc1ccccc12	0.63
O=C(Cn1nc(C(F)(F)F)c2c1CCC2)Nc1ccc(Cl)cc1	0.04
Cn1ccnc1SCc1ccc([N+](=O)[O-])cc1	1.3
COc1ccc(NC(=O)c2nccnc2C(=O)O)c(N2CCOCC2)n1	1.2
COc1cc(N2C(=O)CC3(CCCC3)CC2=O)cc(OC)c1OC	1.4
CC(C)Cc1cc(-c2cccc(Br)c2)c(C#N)c(N)n1	0.05
CCOc1ccc(/C=N/NC(=S)NCCCOC)cc1	0.51
N#CC1(c2ccc(Cl)cc2)CCCCC1	0.61
O=C(Nc1nnc(Sc2ccnc3cc(Cl)ccc23)s1)c1cccs1	1.9
C/C(=C\c1ccco1)C1C(C#N)=C(N)Oc2n[nH]c(-c3ccccc3)c21 (stereo not drawn)	-6
FC(F)(F)c1c2c(nc3cc(C4CC4)nn13)-c1ccccc1CC2	-0.88
Nc1c(C(=O)NNC(=S)Nc2ccc(Cl)cc2Cl)sc2nnc(-c3ccccc3)c(-c3ccccc3)c12	12
O=S(=O)(CS(=O)(=O)Oc1ccccc1)Oc1ccccc1	2
CCOC(=O)c1cc([N+](=O)[O-])[nH]n1	-1.2
CCOc1ccc(-c2nc(-c3ccc(C)nc3OC)no2)cc1	0.23
COC(=O)C1=C(C)Nc2nc3ccccc3n2C1c1ccc(C(C)C)cc1 (stereo not drawn)	0.32
c1ccc(-c2cc3ccccc3[nH]2)cc1	-0.6
N=C1C(c2nc3ccccc3s2)=C(O)CN1Cc1cccnc1	-0.4
CC(C)(C)c1ccc(-c2nc3ccccc3c(=O)o2)cc1	1.4
Cc1ccc(S(=O)(=O)N2CCCC3(CCCCC3)C2)cc1	0.92
O=C(Nc1ccc2oc(-c3ccccc3F)nc2c1)c1ccc([N+](=O)[O-])o1	32
COc1ccc(S(=O)(=O)n2ccnc2)cc1C	-1
CC(C)C(=O)Nc1ccc2oc(-c3ccncc3)nc2c1	-1.9
O=C(O)C1CC(=O)N(c2ccc(Oc3ccccc3)cc2)C1 (stereo not drawn)	1.6
CCOC(=O)c1cnc(NNS(=O)(=O)c2ccc(C#N)cc2)nc1C(F)(F)F	0.61
Cc1nc(-c2ccccn2)n2nnnc2c1Cl	2.7
CCc1ccc(-c2c(C#N)c(N)nc3c2CCCCC3)s1	-4.6
N#Cc1c(N)n(-c2ccc(O)cc2)c2nc3ccccc3nc12	-0.1
O=S(=O)(c1ccc(Cl)cc1)c1nc(-c2ccccc2Br)oc1N1CCOCC1	0.81
O=C1c2ccccc2C(=O)N1c1ccc([N+](=O)[O-])cc1	-1.1
CN(C)CCCN1C(=O)C(O)=C(C(=O)c2ccco2)C1c1ccccc1 (stereo not drawn)	-1.1
COc1cccc2c1OC(c1ccc(F)cc1)N1N=C(c3ccccc3O)CC21 (stereo not drawn)	8.6*
CCCC(=O)c1cc2cc([N+](=O)[O-])ccc2oc1=O	-0.46
O=C(CN1C2=NCCN2c2ccccc21)c1ccc(Cl)cc1	0
COc1ccc2nc(Nc3nc(CSc4ccc(Cl)cc4)cc(=O)[nH]3)nc(C)c2c1	2.3
c1ccc(CN2CCN(Cn3nnc4ccccc43)CC2)cc1	0.99
CC(=O)ON(CC(=O)Nc1ccccc1C(=O)c1ccccc1)C(C)=O	0.22
CCCCOc1ccc(C2c3c(oc4ccccc4c3=O)C(=O)N2c2nnc(C)s2)cc1OCC (stereo not drawn)	0.4
CSc1sc(C(=O)NNC(=O)c2ccc(Cl)cc2)c2c1C(O)CCC2 (stereo not drawn)	-1.8
COc1ccc(OC)c(S(=O)(=O)c2ccc(Cl)cc2[N+](=O)[O-])c1	4.2*
Cn1cccc1CNC(=O)c1cc(F)cc2c1OCOC2	-0.66
CCCc1nnc2c3c4c(sc3ncn12)CC(C)CC4 (stereo not drawn)	4.8*
COc1ccc(S(=O)(=O)N(C(=O)C(C)C)c2ccc3oc(=O)sc3c2)cc1OC	0.67
CCOC(=O)c1nnn2c1nc(N1CCN(c3ccccc3)CC1)c1ccccc12	0.67

# Two entries from above in a different format:
COc1ccc(S(=O)(=O)N(C(=O)C(C)C)c2ccc3oc(=O)sc3c2)cc1OC
  Dicer inh: 0.67
CCCc1nnc2c3c4c(sc3ncn12)CC(C)CC4 (stereo not drawn)
  Dicer inh: 4.8*

# Part of the list above, with each value named.
CCCCOc1ccc(C2c3c(oc4ccccc4c3=O)C(=O)N2c2nnc(C)s2)cc1OCC (stereo not drawn)
  Dicer inh: 0.4

COc1ccc(OC)c(S(=O)(=O)c2ccc(Cl)cc2[N+](=O)[O-])c1
  Dicer inh: 4.2*

CCOC(=O)c1nnn2c1nc(N1CCN(c3ccccc3)CC1)c1ccccc12
  Dicer inh: 0.67

Cn1cccc1CNC(=O)c1cc(F)cc2c1OCOC2
  Dicer inh: -0.66

# The results go on:
Compound	Dicer inh
NNC(=O)c1[nH]c2ccc([N+](=O)[O-])cc2c1-c1ccccc1	-1.7
Clc1ccc(/C=N/Nc2ncnc3sc4c(c23)CCCC4)cc1	1
CCOc1ccc(-c2nc(C#N)c(N3CC(C)CC(C)C3)o2)cc1 (stereo not drawn)	-0.62
O=C(CSc1ncn[nH]1)Nc1nccs1	-1.1
COc1cccc(C2N=C(N)Nc3nc4ccccc4n32)c1OC (stereo not drawn)	-0.37
O=C(Cc1ccccc1)Nc1c(C(=O)c2ccccc2)oc2ccccc12	1.7
C/C(=N\OC(=O)c1ccc(Cl)cc1)c1ccc(Sc2ccccc2)cc1	0.45
Cc1ccc(NC(=O)N(C2=NCC(C)(C)S2)c2ccc(F)c(Cl)c2)cc1	1.7
CCOC(=O)CNC(=O)c1cccnc1SC	-0.14
O=C1NC(=S)NC(=O)C1=Cc1c(O)[nH]c(=S)[nH]c1=O	-3.2
Cc1[nH]nc2c1C1(C(=O)Nc3ccccc31)C(C#N)=C(N)O2 (stereo not drawn)	-2.5
COc1cccc(NC(=S)NNC(=S)NC2CC3CCC2C3)c1 (stereo not drawn)	2.1
N#Cc1c(Cl)cccc1Oc1ccc(S(=O)(=O)N2CCN(c3ccccn3)CC2)cc1	0.88
CC(=O)c1cc([N+](=O)[O-])c(NC2CCCCC2)s1	0.58
COc1ccc(OC)c(-c2cc(-c3ccccc3)nc(-c3cccc([N+](=O)[O-])c3)c2)c1	-0.7
COC(=O)c1ccc(S(=O)(=O)NC2CCN(Cc3ccccc3)CC2)n1C	0.61
N#Cc1sc(=S)n(-c2ccccc2)c1N	2.6
Cc1onc(NC(=O)NC(=O)c2c(F)cccc2Cl)c1Br	-0.55
CCOC(=O)c1c(C)oc2ccc(OC(C)=O)cc12	6.7
Cc1cc(Oc2nc3c(c(=O)n(Cc4ccccc4)c(=O)n3C)n2C)ccc1Cl	-1.7
CCOCCOC(=O)C1=C(C)NC2=C(C(=O)CC(c3cccs3)C2)C1c1ccccc1OCC (stereo not drawn)	1.6
C/C(=C\c1cc(Br)cs1)[N+](=O)[O-]	1.3
N#CC(C#N)=NNc1ccccc1Oc1ccc(Cl)cc1Cl	3.9*
O=C1NC(c2cccc(Br)c2)Nc2ccccc21 (stereo not drawn)	2.1
C=CCNc1nnc(-c2ccccc2)s1	-0.99
CSc1nsc(SC)c1C(=O)NC(=O)Nc1cc(C)on1	-1
CC(C)N1CN(CCc2ccccc2)c2nc3ccccc3n2C1	-0.22
Cc1ccc(/C=N/N=C2\SCC(=O)N2CC2CC2)cc1	2
COc1ccccc1C1N(c2ccccc2)OC(=O)N1c1ccccc1 (stereo not drawn)	0.2
O=C(Oc1ccccc1)c1cc([N+](=O)[O-])cc2c1-c1ccc([N+](=O)[O-])cc1C2=O	1.8
CC(C)S(=O)(=O)c1cscc1NC(=O)c1ccc(Cl)cc1	0.54
O=C(O)CS(=O)(=O)c1ccccc1[N+](=O)[O-]	0.52

# The list continues:
Structure | Dicer inh
COc1ccc(C(Cl)=C(c2ccc(OC)cc2)c2ccc(OC)cc2)cc1 | 0.22
S=c1[nH]c2c(Cl)cc(Cl)cc2s1 | -0.57
Cc1cccn2cc(-c3cccc(S(=O)(=O)N4CCCCC4)c3)nc12 | 0.61
Clc1ccccc1-c1nnc2sc(/C=C/c3ccccc3)nn12 | 1.3
Clc1ccc(-c2noc(Cc3ccccc3)n2)cc1 | -5.2
Cc1nc(Nc2nc3ccccc3s2)[nH]c(=O)c1Cc1ccccc1 | -0.29
O=c1[nH]nc(Sc2ncc([N+](=O)[O-])s2)n1C1CCCCC1 | -0.19
OC(CSc1nc(-c2ccccc2)n(-c2ccccc2)n1)C(F)(F)F (stereo not drawn) | 2
CNC(=S)NNC(=O)c1ccccc1Cl | -0.28
Cc1ccc(-n2cc(-c3cccs3)nc2SCc2n[nH]c(=S)n2Cc2ccccc2)cc1 | 5.8*
O=C(O)CSc1c(Cl)cc(Cl)cc1Cl | -1.4
S=c1oc(-c2ccncc2)nn1CCc1ccncc1 | -1.4
Cc1ccc(C(=O)NNc2ncnc3scc(C)c23)cc1 | 2.2
CCC(C)(C)NC(=O)Nc1ccc(C)c(NC(=O)NC(C)(C)CC)c1 | 99
CC(C)(C)c1cc2ncnc(N3CCOCC3)c2s1 | 1.2
Cc1onc(-c2ccccc2)c1CNC(=O)c1c(-c2ccccc2)noc1C | -0.08
CSc1sc(-c2ccnc(SCC(=O)c3ccc(Cl)cc3)n2)c2c1C(=O)CCC2 | 1.4
CSc1nnc2c(n1)OC(c1ccccc1F)N(C(C)=O)c1ccccc1-2 (stereo not drawn) | -0.61
Cc1ccc(N2C(=O)c3oc4ccccc4c(=O)c3C2c2cccc(O)c2)nc1 (stereo not drawn) | 1.1
Cc1c(NC(C)C)c(=O)n(-c2ccccc2)n1C | 0.44
CSc1nc(C=Nc2ccccc2Cl)c(O)n1Cc1cccc(Cl)c1 | 1.9
Cc1cc(C)nc(/N=C/c2ccccc2O)c1 | -0.43
Cc1ccccc1N(C(=O)Nc1cccc(Cl)c1)C1=NCC(C)S1 (stereo not drawn) | 0.9
CCOc1nc(C)ccc1-c1noc(-c2ccccc2F)n1 | 2.2
FC(F)(F)c1cccnc1Oc1ccc(C2=NCCS2)cc1 | 0.12
COc1ccc(-c2cc3ccccc3c(=O)o2)cc1 | -0.62
O=C(Cn1c(NCCO)nc2ccccc21)c1ccco1 | -0.78
CCOCCOC(=O)C(C)Oc1ccc2c(=O)c(Oc3cccc(C)c3)coc2c1 (stereo not drawn) | -1
c1ccc2[nH]c(SN3CCCCC3)nc2c1 | 0.8
S=C(NCc1csc2ccccc12)c1ccccc1 | -1.4
CC(C)(C)S(=O)(=O)/C(C#N)=C/N/N=C/c1ccccc1Cl | -2.1
Cc1ccc(OCCn2c(SCC(O)CO)nc3ccccc32)cc1 (stereo not drawn) | -0.57
CSc1sc(-c2ccnc(SCC(N)=O)n2)c(-c2ccccc2)c1C#N | 1.3
CC(OC(=O)c1cccc(N2C(=O)C3CC=CC(C)C3C2=O)c1)C(=O)c1ccccc1 (stereo not drawn) | 0.91
CN(Cc1ccccc1)C(=S)Nc1ccc(Cl)cc1 | 0.25
CCN(CC)CCSc1nc2cc(C)c(C)cc2[nH]1 | 0.2
CSc1sc(Br)c2c1/C(=N/OC(C)=O)CC(C)(C)C2 | -0.39
Cc1cc(C)c([N+](=O)[O-])c(S(=O)(=O)c2ccccc2)c1 | 0.77
COCCN1C(=O)c2oc3cc(C)c(C)cc3c(=O)c2C1c1cccc(O)c1 (stereo not drawn) | 0.73
COc1ccc(O)c(C2=NN3C(C2)c2cccc(OC)c2OC3c2cccc(OC)c2OC)c1 (stereo not drawn) | 2.1

# Random excerpt: 5 records from the list, in no set order.
Structure | Dicer inh
C=CCNc1nnc(-c2ccccc2)s1 | -0.99
Cc1ccc(S(=O)(=O)N2CCCC3(CCCCC3)C2)cc1 | 0.92
Cn1c(=O)c2c(NCc3ccccc3)cc(=O)n(-c3ccccc3)c2n(C)c1=O | 0.68
CC1(C)C2=CC3(C)N(CC(=O)N2c2ccccc21)c1ccccc1C3(C)C (stereo not drawn) | 2.5
CCCCOc1ccc(C2c3c(oc4ccccc4c3=O)C(=O)N2c2nnc(C)s2)cc1OCC (stereo not drawn) | 0.4

# Additional records follow.
Structure | Dicer inh
CC(=O)Oc1ccc(CC2SC(=O)NC2=O)cc1 (stereo not drawn) | -0.85
COc1ccccc1OCC(=O)O | -0.03
Cc1ccc(/C(O)=C2\C(=O)C(=O)N(CCN3CCOCC3)C2c2cccs2)cc1 (stereo not drawn) | 2.6
CCN1C(=O)C2(/C(=C(/O)c3ccc4c(c3)CC(C)O4)C(=O)C(=O)N2CCN(C)C)c2ccccc21 (stereo not drawn) | -1.6
S=C(NC1CCCCCCCCCCC1)NC1CC2C=CC1C2 (stereo not drawn) | -1.1
CSc1ccc(C2NC(=O)c3c(sc4c3CCCC4)N2)cc1 (stereo not drawn) | 4.9
O=C1CC2(CCCC2)C(=O)N1CCNc1ncccc1C(F)(F)F | -0.9
C/C(=N\Nc1nc(C(C)(C)C)cs1)c1ccc(Br)cc1 | -2.8
CC(C)c1ccc(Cc2cn3cc(-c4ccccc4)nc3s2)cc1 | 0.2
S=C(c1ccccc1)N1CCN(Cc2ccccc2)CC1 | 1.1
O=C(Nc1c(C(=O)c2ccc(Br)cc2)oc2ccccc12)c1ccco1 | -1
NC(=O)c1cc(Br)cc2c1OCC2 | 0.04
O=c1c(-c2ccc(Cl)cc2)c(C(F)(F)F)oc2c(CN3CCCC3)c(O)ccc12 | 2.9
O=C(c1ccccc1Br)N1CCn2c1nc1ccccc12 | -1
O=C(Nc1ccc(Cl)cn1)c1ccc(Br)cc1 | 1.4
COC(=O)c1cnc(N2CCCN(C(=O)c3cc(C(C)(C)C)nn3C)CC2)nc1C(F)(F)F | -0.08
CC(=O)NC(Nc1ccccc1)(C(F)(F)F)C(F)(F)F | -0.54
O=C1C2CCCCC2C(=O)N1c1ccc(Cl)cc1O (stereo not drawn) | -0.84
CCOC(=O)C1=C(C)NC2=C(C(=O)c3ccccc32)C1c1cc(Br)c(OCC)c(OC)c1 (stereo not drawn) | 0.18
COCCCN1CN=C(SCc2cccc(C#N)c2)NC1 | -1.5

# High-throughput results (PubChem)
